Vif-APOBEC3F blk = qHTS for Inhibitors of Vif-A3F Interactions: qHTS | HeLa A3F-eYFP + Vif (tagged APOBEC3F with the HIV-1 protein that degrades it), YFP fluorescence increase | Potency, µM (doses to about 46.1 µM), for inactives: at the top dose activity, negative = active | 390,000 tested, 0.2% active; note: potency is the fitted concentration of half-maximal effect; % of control where 0% means no effect; nearly all actives have a fitted effect of over 65% in size
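HeLa cells stably expressing Vif plus C-terminally eYFP-tagged A3F were seeded, incubated overnight at 37 deg C, dosed with compound, incubated overnight again at 37 deg C. Yellow fluorescence (Ex 488/Em 500-530) reported blocked Vif-mediated A3F-eYFP degradation.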
D1 potentiator = Potentiators of Human D1 Dopamine Receptor: qHTS; D(1A) dopamine receptor (Homo sapiens), P21728; HEK293 TREx D1 cells, calcium flux, dopamine EC20 potentiation; potentiation, % at 10 µM; 360,000 tested, 0.036% active; in the data active = potentiation above about 30%; note: 0% is about no effect
Vif-A3G inh = qHTS for Inhibitors of Vif-A3G Interactions: qHTS | DNA dC->dU-editing enzyme APOBEC-3G (Homo sapiens), Q9HC16 | HeLa A3G-eYFP + Vif (tagged APOBEC3G with the HIV-1 protein that degrades it), YFP fluorescence, overnight | Potency, µM (series often up to 46.1 µM), without a hit: at the top dose activity, negative = active, most hits filed as inhibitors | 410,000 tested, 0.076% active | AID 602310, 2012;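 note: potency is the fitted concentration of half-maximal effect; % is set by controls: 0 for no effect and ±100 for the full control effect; nearly all actives have a fitted effect of over 60% in size; hits raise eYFP signal because A3G escapes Vif-driven loss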
Target sequence (Q9HC16 whole entry, looked up): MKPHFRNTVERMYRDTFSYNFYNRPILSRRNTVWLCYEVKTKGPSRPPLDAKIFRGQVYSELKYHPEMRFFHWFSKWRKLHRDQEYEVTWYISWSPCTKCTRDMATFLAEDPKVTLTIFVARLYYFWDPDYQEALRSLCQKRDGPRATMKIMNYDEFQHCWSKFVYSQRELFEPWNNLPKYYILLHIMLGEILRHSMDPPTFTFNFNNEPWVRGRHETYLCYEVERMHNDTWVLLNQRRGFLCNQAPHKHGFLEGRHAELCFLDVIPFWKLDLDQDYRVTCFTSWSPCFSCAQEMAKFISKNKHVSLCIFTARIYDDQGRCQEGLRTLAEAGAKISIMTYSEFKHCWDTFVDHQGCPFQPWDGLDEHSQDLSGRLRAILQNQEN
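Read-out is eYFP fluorescence (Ex 488/Em 500-530) from Vif-expressing HeLa A3G-eYFP cells; more signal means A3G escaped Vif-mediated degradation. Cells plated overnight, compound pinned in, incubated overnight at 37 deg C.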
RXFP1 antag = qHTS Assay for Antagonists of the Relaxin Receptor RXFP1. Relaxin receptor 1 (Homo sapiens), Q9HBX9. HEK293-RXFP1, relaxin-stimulated cAMP HTRF, 30 min; active compounds read low. activity change, negative = inhibition, % at 57.5 µM. 350,000 tested, 0.59% active;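 active = activity change of -60% or lower, but not beyond a set lower limit; inconclusive = change between -60% and -40%, or beyond the set limit; inactive = change above -40%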; note: % is set by controls: 0 for no effect and ±100 for the full control effect
D2 PAM = HTS Assay for Positive Allosteric Modulators of the Human D2 Dopamine Receptor: Primary Screen for Potentiators. AID 485347, 2010. HEK293 T-REx D2, calcium flux, EC20 dopamine potentiation. potentiation, % at 10 µM. D(2) dopamine receptor (Homo sapiens), P14416. 340,000 tested, 0.34% active;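 active = potentiation over 3 SD above the plate norm, cut at about 30% in these data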; note: 0% is about no effect
Target sequence (P14416 whole entry, looked up): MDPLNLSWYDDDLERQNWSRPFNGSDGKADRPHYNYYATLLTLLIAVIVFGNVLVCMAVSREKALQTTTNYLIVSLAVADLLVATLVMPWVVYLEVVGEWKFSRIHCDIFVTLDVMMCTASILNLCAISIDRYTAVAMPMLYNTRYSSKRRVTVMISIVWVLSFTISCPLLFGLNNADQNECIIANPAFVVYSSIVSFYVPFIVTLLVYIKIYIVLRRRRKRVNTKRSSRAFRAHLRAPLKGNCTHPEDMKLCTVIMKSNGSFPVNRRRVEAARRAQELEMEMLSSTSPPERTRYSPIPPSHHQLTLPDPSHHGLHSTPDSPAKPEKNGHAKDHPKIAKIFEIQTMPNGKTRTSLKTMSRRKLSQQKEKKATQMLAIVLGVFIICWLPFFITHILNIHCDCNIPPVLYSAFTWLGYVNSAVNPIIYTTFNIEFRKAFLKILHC
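Primary screen. Calcium kinetics in induced HEK293 T-REx D2 cells: compound pre-addition 180 s, EC20 dopamine, 180 s more.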
RXFP1 ag = qHTS Assay for Agonists of the Relaxin Receptor RXFP1 | Potency, µM (highest dose often 57.5 µM), inactives show top-dose activation, usual class: activators | AID 2676, 2010 | HEK293T-RXFP1 cAMP TR-FRET, 30 min; response scale: percent of porcine relaxin response, buffer zero | 370,000 tested, 0.3% active | Relaxin receptor 1 (Homo sapiens), Q9HBX9; note: potency is the fitted concentration of half-maximal effect; % is set by controls: 0 for no effect and ±100 for the full control effect; nearly all actives have a fitted effect of over 60% in size; many of its hits are not listed in these tables
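HEK293T cells stably expressing RXFP1 were pretreated with the PDE4 inhibitor Ro 20174, exposed to compounds for 30 min at 37C, lysed, and cAMP was read by TR-FRET. Data normalized to buffer (basal) and 29 nM porcine relaxin (100%).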
D1 antag = Antagonist of Human D 1 Dopamine Receptor: qHTS; D(1A) dopamine receptor (Homo sapiens), P21728; AID 504652, 2011; activity change, negative = inhibition, % at 10 µM; HEK293 TREx D1 cells, calcium flux, dopamine EC80; active compounds read low; 360,000 tested, 3.2% active; in the data active = activity change below about -30%; note: % is set by controls: 0 for no effect and ±100 for the full control effect
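Allosteric or orthosteric antagonism assessed as attenuation of the calcium response to EC80 dopamine, added 180 s after compound, in induced HEK293 Trex D1 cells loaded with no-wash calcium dye.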
Glioma ERSR ind = qHTS for Inducers of the Endoplasmic Reticulum Stress Response (ERSR) in Human Glioma: qHTS; U87-MG GRP78 promoter luciferase reporter, 16 h; Potency, µM, inactives show at the top dose activation, usual class: activators; 420,000 tested, 0.02% active; AID 602332, 2012; note: potency is the fitted concentration of half-maximal effect; series mostly up to about 76 µM; % of control where 0% means no effect; nearly all actives have a fitted effect of over 35% in size
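ERSR induction read as luciferase luminescence (Bright-Glo, 10 min at room temperature) in stably transfected human U87-MG glioma cells exposed to compounds for 16 h, using GRP78 as sensor.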
D1 ag = Allosteric Agonists of the Human D1 Dopamine Receptor: qHTS. D(1A) dopamine receptor (Homo sapiens), P21728. HEK293 T-REx D1 cells, calcium flux, agonist mode. activation, % at 2 µM. 360,000 tested, 1% active. AID 504660, 2011; in the data active = activation above about 30%; note: 0% is about no effect
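Inducible HEK293 T-REx D1 cells, force-coupled to calcium signalling, were plated at 4000 cells/well with tetracycline and held overnight at 30 C. After no-wash calcium dye loading, compound-evoked calcium rise over 180 s flagged agonists.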
* = called active by the depositor. Unless noted, calls come from the whole dose curve; as a rule, active = well fitted curve in the direction sought with a large enough effect; inconclusive = small, poorly fitted or top-dose-only effect, or another doubt; inactive = no such curve, though single readings can be large; an effect the other way counts as inactive or inconclusive.

For COc1ccc(NS(=O)(=O)c2ccc(Cl)c(N)c2)cc1Br the results were Vif-APOBEC3F blk -6%, D1 potentiator 1, Vif-A3G inh -10%, RXFP1 antag 5, RXFP1 ag 0.7%, D1 antag -6, Glioma ERSR ind -1% and D1 ag 0.
`O=C(Nc1ccc(N2CCCC2)cc1)c1ccccc1[N+](=O)[O-]` gave Vif-APOBEC3F blk -20%, D1 potentiator -1, Vif-A3G inh -21%, RXFP1 antag -6, D2 PAM -2, RXFP1 ag 0.0%, D1 antag -21, Glioma ERSR ind -2% and D1 ag 1.
Screening COc1ccc(Br)c(C(=O)NC(C)(C)CO)c1 returned Vif-APOBEC3F blk 10%, D1 potentiator -2, Vif-A3G inh -5%, RXFP1 antag 5, D2 PAM 1, RXFP1 ag 1.8%, D1 antag -6, Glioma ERSR ind -11% and D1 ag 0.
`CCCCn1c(N)c(N(CC(C)C)C(=O)Cc2ccc(S(=O)(=O)N3CCOCC3)s2)c(=O)[nH]c1=O` gave Vif-APOBEC3F blk 25µM*, Vif-A3G inh inconclusive, RXFP1 antag -3 and Glioma ERSR ind -4%.
`COc1ccc(CCNC(=O)c2noc3c2CCCC3)cc1OC` gave Vif-APOBEC3F blk -15%, D1 potentiator -1, Vif-A3G inh 5%, RXFP1 antag -2, D2 PAM 2, RXFP1 ag 1.1%, D1 antag -9, Glioma ERSR ind -1% and D1 ag 6.
Screening Cc1ccc(CN(C(=O)c2ccc(F)cc2)c2ccccn2)o1 returned Vif-APOBEC3F blk -9%, D1 potentiator -1, Vif-A3G inh 2%, D2 PAM -10, RXFP1 ag 0.6%, D1 antag 12, Glioma ERSR ind 4% and D1 ag -3.
Screening CC1CCN(S(=O)(=O)c2ccc(NC(=O)[C@@H]3CCCN3C(=O)c3cccs3)cc2)CC1 returned Vif-APOBEC3F blk 12%, D1 potentiator 5, Vif-A3G inh -2%, RXFP1 antag 14, D2 PAM 22, RXFP1 ag 0.3%, D1 antag 1, Glioma ERSR ind 0% and D1 ag 3.
Screening COc1ccc(Nc2ccc3cc(S(=O)(=O)N4CCCC4)ccc3n2)cc1OC returned Vif-APOBEC3F blk 4%, D1 potentiator -1, Vif-A3G inh -4%, RXFP1 antag 0, D2 PAM 2, RXFP1 ag -0.3%, D1 antag -30, Glioma ERSR ind -4% and D1 ag 1.
Screening O=C(Nc1ccc(S(=O)(=O)N2CCCC2)cc1)C1CCCN1C(=O)c1cccs1 (configuration not stated) returned Vif-APOBEC3F blk -9%, D1 potentiator 0, Vif-A3G inh -1%, RXFP1 antag -13, D2 PAM 22, RXFP1 ag 1.1%, D1 antag -2, Glioma ERSR ind -5% and D1 ag 2.
For CCOc1ccc(NC(=S)N2CCCC2)cc1 the results were Vif-APOBEC3F blk 2%, D1 potentiator 2, Vif-A3G inh 4%, RXFP1 antag 4, D2 PAM 1, RXFP1 ag 1.7%, D1 antag 0, Glioma ERSR ind 8% and D1 ag 0.
Cc1onc(-c2ccccc2)c1C(=O)n1cccn1 was read as Vif-APOBEC3F blk 3%, D1 potentiator 9, Vif-A3G inh -5%, RXFP1 antag 2, D2 PAM -3, RXFP1 ag -0.3%, D1 antag -14, Glioma ERSR ind -4% and D1 ag 0.
For Cc1ccc(Nc2nc3nonc3[nH]c2=O)cc1 the results were Vif-APOBEC3F blk -1%, D1 potentiator 1, Vif-A3G inh -2%, RXFP1 antag -9, D2 PAM -1, RXFP1 ag 0.7%, D1 antag -1, Glioma ERSR ind 3% and D1 ag 3.
For CC1CCCC(NC(=S)Nc2ccc(SC(F)F)cc2)C1C (configuration not stated) the results were Vif-APOBEC3F blk -8%, D1 potentiator -9, Vif-A3G inh -4%, RXFP1 antag -12, D2 PAM 11, RXFP1 ag -2.3%, D1 antag -44*, Glioma ERSR ind 2% and D1 ag 18.
For COc1cc(C(=O)N2CC(=O)Nc3ccccc32)cc(OC)c1OC the results were Vif-APOBEC3F blk -3%, Vif-A3G inh inconclusive, RXFP1 antag -1 and Glioma ERSR ind -5%.
For Cc1nn(-c2ccccc2)c(C)c1/C=C/C(=O)OCC(=O)N(C)C1CCS(=O)(=O)C1 (configuration not stated) the results were Vif-APOBEC3F blk -3%, D1 potentiator -6, Vif-A3G inh 0%, RXFP1 antag -8, D2 PAM -7, RXFP1 ag -1.9%, D1 antag -84*, Glioma ERSR ind -2% and D1 ag 2.
`COc1cc(CN2CCNC(=O)C2CC(=O)N(C)CCC2CCOCC2)cc(OC)c1` (configuration not stated) gave Vif-APOBEC3F blk -23%, D1 potentiator 0, Vif-A3G inh 1%, RXFP1 antag 11, D2 PAM 0, RXFP1 ag -3.7%, D1 antag 10, Glioma ERSR ind 1% and D1 ag 4.
`O=C1N/C(=C\c2ccc(O)cc2)C(=O)c2ccccc21` gave Vif-APOBEC3F blk -4%, D1 potentiator 1, Vif-A3G inh -7%, RXFP1 antag inconclusive, D2 PAM 6, RXFP1 ag 0.6%, D1 antag 4, Glioma ERSR ind 2% and D1 ag 32*.
Cc1ccc(CNC(=O)CC2(CC3=NS(=O)(=O)c4ccccc4N3)CCCC2)cc1 was read as Vif-APOBEC3F blk 4%, D1 potentiator -3, Vif-A3G inh 1%, D2 PAM -23, RXFP1 ag -1.3%, D1 antag 3, Glioma ERSR ind -5% and D1 ag 13.
For Cc1ccsc1C(=O)NC1CCCN(Cc2ccc(Cl)cc2)C1 (configuration not stated) the results were Vif-APOBEC3F blk -16%, D1 potentiator 2, Vif-A3G inh 0%, RXFP1 antag 1, D2 PAM -22, RXFP1 ag -0.7%, D1 antag 11, Glioma ERSR ind -7% and D1 ag 0.
For COc1ccc(CN(CC2CCC(C(=O)O)CC2)C(=S)Nc2cc(C)cc(C)c2)cc1 (configuration not stated) the results were Vif-APOBEC3F blk -7%, D1 potentiator 7, Vif-A3G inh 0%, RXFP1 antag -8, D2 PAM 5, RXFP1 ag 0.3%, D1 antag 9, Glioma ERSR ind -2% and D1 ag 2.
Screening CCO[C@H]1OC(C(=O)NCc2ccccc2)=C[C@@H](c2ccc3c(c2)OCO3)[C@@H]1CCCO returned Vif-APOBEC3F blk 10%, D1 potentiator 0, Vif-A3G inh -8%, D2 PAM 14, RXFP1 ag -1.2%, D1 antag -2, Glioma ERSR ind -3% and D1 ag 28.
Screening O=[N+]([O-])c1ccc(NC2CCCC2)cc1 returned Vif-APOBEC3F blk 7%, D1 potentiator 3, Vif-A3G inh -3%, D2 PAM 7, RXFP1 ag 1.7%, D1 antag -17, Glioma ERSR ind 1% and D1 ag 9.
CC(C)NC(=O)Cn1c(SCC(=O)N2c3ccccc3CC2C)nc2ccccc21 (configuration not stated) was read as Vif-APOBEC3F blk -3%, D1 potentiator -1, Vif-A3G inh 0%, RXFP1 antag 3, D2 PAM 3, RXFP1 ag -0.1%, D1 antag -23, Glioma ERSR ind -3% and D1 ag 0.
CCCCC(=O)NC(NC(=O)CCCC)c1ccc(OCC(C)C)c(OC)c1 was read as Vif-APOBEC3F blk -18%, D1 potentiator -1, Vif-A3G inh 2%, RXFP1 antag 3, D2 PAM -3, RXFP1 ag 0.2%, D1 antag 0, Glioma ERSR ind -1% and D1 ag 2.
For Cn1c(=O)n(C)c2cc([N+](=O)[O-])c(N3CCN(C(=O)c4ccc(F)cc4)CC3)cc21 the results were Vif-APOBEC3F blk 5%, D1 potentiator -3, Vif-A3G inh 0%, RXFP1 antag 2, D2 PAM 2, RXFP1 ag 3.8%, D1 antag -1, Glioma ERSR ind -3% and D1 ag 3.
`CSCC[C@H](NC(=O)CCCn1nnc2ccccc2c1=O)C(=O)O` gave Vif-APOBEC3F blk 1%, D1 potentiator -2, Vif-A3G inh 2%, RXFP1 antag 12, D2 PAM 8, RXFP1 ag 7.0%, D1 antag 2, Glioma ERSR ind -5% and D1 ag 3.
CCN(CC)Cc1cc(C(C)=O)ccc1O was read as Vif-APOBEC3F blk 4%, D1 potentiator -1, Vif-A3G inh -1%, RXFP1 antag 2, D2 PAM 3, RXFP1 ag -0.5%, D1 antag 6, Glioma ERSR ind -4% and D1 ag 0.
Screening O=C(CCCCC(=O)NCCCc1ccccc1)NCCCc1ccccc1 returned Vif-APOBEC3F blk -8%, D1 potentiator -4, Vif-A3G inh 2%, RXFP1 antag -5, D2 PAM 6, RXFP1 ag -0.8%, D1 antag -12, Glioma ERSR ind -3% and D1 ag -3.
For COc1cc(C(=O)Nc2ccc(S(=O)(=O)N3CCOCC3)cc2)c([N+](=O)[O-])cc1OC the results were Vif-APOBEC3F blk -1%, D1 potentiator 5, Vif-A3G inh 1%, RXFP1 antag -12, D2 PAM 10, RXFP1 ag -1.6%, D1 antag 17, Glioma ERSR ind -6% and D1 ag 2.
O=C(CCCN1C(=O)C(c2ccccc2)Oc2cccnc21)Nc1ccccc1Br (configuration not stated) was read as Vif-APOBEC3F blk -1%, Vif-A3G inh -1%, RXFP1 antag -7 and Glioma ERSR ind -2%.
Screening Cc1ccc(NC(=O)c2ccc3c(c2)C(=O)N(c2cc(C)ccc2C)C3=O)nc1 returned Vif-APOBEC3F blk 2%, D1 potentiator 2, Vif-A3G inh 2%, RXFP1 antag 0, D2 PAM -7, RXFP1 ag 4.4%, D1 antag -2, Glioma ERSR ind 4% and D1 ag 2.

Screening results: PubChem, National Center for Advancing Translational Sciences (NCATS)

This is a subset (hit frequency here may not be typical).
